NR2F2 inh: NR2F2 (human) inhibition, primary screen | AID 686940 | P24468 | 370,000 compounds, 0.7% hits | HEK293T NGFI-A luciferase reporter, luminescence | inhibition, % at 8.6 µM;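 active = inhibition above a per-plate cutoff, mean inhibition of test wells between control levels plus 3 SD, cut at about 38% in these data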;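 also: cells cotransfected with COUP-TFII expression vector driving the NGFI-A reporter; 0% = median of COUP-TF2 test wells and 100% = reporter-only cells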
SRC2 inh: inhibits human steroid receptor coactivator 2; HEK293 GAL4-SRC2 luciferase reporter, luminescence; AID 651957; 370,000 compounds, 0.17% hits; inhibition, % at 9 µM; Q15596;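 active = inhibition above the mean inhibition of all tested compounds plus 3 SD, set per campaign, cut at about 52% in these data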;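 also: 0% = DMSO treated cells and 100% = cells given Gossypol at 36 µM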
NOD2 RIPK2 PPI: NOD2-RIPK2 protein interaction inhibition | 360,000 compounds, 0.38% hits | inhibition, % at 4.98 µM | CHO BLA complementation NOD2-RIPK2, CCF4 ratio | O43353; in the data active = inhibition above about 21%;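 also: 0% = vehicle only and 100% = reference blocker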
NCOA1 inh: human NCOA1 inhibition; HEK293 GAL4-SRC1 luciferase reporter, luminescence; 360,000 compounds, 0.12% hits; inhibition, % at 3.6 µM; Q15788;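 active = inhibition above the campaign mean plus 3 SD, with each screening campaign given its own cutoff, cut at about 60% in these data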;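 also: 0% = DMSO treated cells and 100% = gossypol at 36 µM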
Target sequence (Q15788 whole entry, looked up, the tested form may be a part): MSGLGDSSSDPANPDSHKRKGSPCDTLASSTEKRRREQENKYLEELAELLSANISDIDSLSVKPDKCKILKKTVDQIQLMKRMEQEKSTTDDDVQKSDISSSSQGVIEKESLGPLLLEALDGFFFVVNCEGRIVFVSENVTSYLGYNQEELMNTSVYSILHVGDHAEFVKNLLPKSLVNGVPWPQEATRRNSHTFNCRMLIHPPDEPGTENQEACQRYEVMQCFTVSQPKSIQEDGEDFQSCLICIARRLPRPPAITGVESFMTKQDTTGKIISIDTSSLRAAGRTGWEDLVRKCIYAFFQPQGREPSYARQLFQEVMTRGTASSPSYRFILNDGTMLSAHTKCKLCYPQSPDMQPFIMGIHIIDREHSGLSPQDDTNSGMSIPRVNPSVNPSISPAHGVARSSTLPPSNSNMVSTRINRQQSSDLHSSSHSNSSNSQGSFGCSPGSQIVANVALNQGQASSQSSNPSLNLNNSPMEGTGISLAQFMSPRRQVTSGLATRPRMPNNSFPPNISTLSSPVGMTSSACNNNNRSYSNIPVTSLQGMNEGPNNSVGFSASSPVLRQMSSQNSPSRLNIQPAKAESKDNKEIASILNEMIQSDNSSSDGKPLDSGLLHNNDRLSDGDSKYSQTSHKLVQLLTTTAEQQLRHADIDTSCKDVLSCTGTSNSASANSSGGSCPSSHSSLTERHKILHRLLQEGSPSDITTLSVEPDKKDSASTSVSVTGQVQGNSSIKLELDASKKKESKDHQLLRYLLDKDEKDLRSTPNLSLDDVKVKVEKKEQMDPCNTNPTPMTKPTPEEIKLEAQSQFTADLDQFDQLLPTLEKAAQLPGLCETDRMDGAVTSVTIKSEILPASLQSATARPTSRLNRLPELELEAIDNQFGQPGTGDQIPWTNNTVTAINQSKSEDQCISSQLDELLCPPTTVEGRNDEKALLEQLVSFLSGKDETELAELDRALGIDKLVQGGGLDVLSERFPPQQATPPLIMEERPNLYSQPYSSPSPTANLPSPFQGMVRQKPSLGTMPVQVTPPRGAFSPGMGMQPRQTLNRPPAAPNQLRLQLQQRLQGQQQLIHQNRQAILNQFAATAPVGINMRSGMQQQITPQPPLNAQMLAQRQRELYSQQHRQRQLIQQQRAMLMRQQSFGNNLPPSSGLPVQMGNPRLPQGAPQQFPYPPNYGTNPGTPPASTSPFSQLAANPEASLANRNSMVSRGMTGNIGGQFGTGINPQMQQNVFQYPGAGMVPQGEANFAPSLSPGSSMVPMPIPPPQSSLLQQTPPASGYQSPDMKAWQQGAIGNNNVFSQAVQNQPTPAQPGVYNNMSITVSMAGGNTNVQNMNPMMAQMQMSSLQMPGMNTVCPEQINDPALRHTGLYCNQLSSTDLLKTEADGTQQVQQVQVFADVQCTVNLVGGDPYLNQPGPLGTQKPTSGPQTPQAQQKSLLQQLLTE
Exocytosis inh: lytic granule exocytosis inhibition; TALL-104 LAMP-1 surface exposure, flow cytometry; cells stimulated with thapsigargin and PMA; inhibition, % at 10 µM; 360,000 compounds, 0.66% hits;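 active = inhibition above about 55%, limit read from the data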
NR5A2 inv ag: NR5A2 inverse agonism in reporter assay | O00482 | HEK293T StAR-luciferase reporter, LRH-1 transfected, 24 h | inhibition, % at 3.6 µM | 360,000 compounds, 0.13% hits | AID 602396;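 active = inhibition above the mean inhibition of all tested compounds plus 3 SD, cut at about 73% in these data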;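 also: 0% = DMSO wells and 100% = reporter-only cells lacking LRH-1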
SRC3 inh: inhibits human SRC3 coactivator | 360,000 compounds, 0.17% hits | HEK293 GAL4-SRC3 luciferase reporter, luminescence | inhibition, % at 3.6 µM | Q9Y6Q9 | AID 588352;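 active = inhibition above a per-campaign cutoff, the mean of all compounds plus 3 SD, cut at about 60% in these data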;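 also: 0% = DMSO-treated cells and 100% = gossypol-treated cells at 36 µM; higher means less SRC3-driven luciferase light from the GAL4 reporter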
TROY signal inh: blocks TROY-dependent signaling in reporter cells | Q293 LMP1-TROYcd NF-kB luciferase reporter, 4 h | inhibition, % at 10 µM | 360,000 compounds, 0.98% hits | AID 1347056;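 active = compounds whose plate-normalised and pattern-corrected inhibition of the luciferase reporter signal at the single screening dose is 50% or more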
TLR9-MyD88 inh: TLR9-MyD88 interaction inhibition. 340,000 compounds, 0.21% hits. CHO BLA complementation TLR9-MyD88, CCF4 FRET ratio. AID 504734. Q9NR96+Q99836. inhibition, % at 4.98 µM;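 active = inhibition above the mean over all tested compounds plus 3 SD, cut at about 21% in these data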;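 also: 0% = DMSO only wells and 100% = clavulanate BLA inhibitor control wells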
ABHD5 PLIN5 PPI: ABHD5-PLIN5 protein interaction inhibition. AID 602281. inhibition, % at 4 µM. Split G. princeps luciferase complementation, luminescence, 4 h. 360,000 compounds, 0.78% hits. Q00G26+Q8WTS1;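 active = inhibition above the mean inhibition across every tested compound plus 3 SD, cut at about 22% in these data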;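 also: 0% = DMSO only wells and the 100% control is not disclosed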
TWEAK-Fn14 inh: blocks TWEAK-Fn14 interaction in a reporter cell assay. TWEAK-stimulated Fn14 reporter cells, luciferase luminescence, 8 h. inhibition, % at 10 µM. 360,000 compounds, 2% hits; in the data active = inhibition above about 50%
* marks the source's active call; other numbers are inactive results; nt = no result given. This is a subset (hit frequency here may not be typical).

#	molecule	NR5A2 inv ag	TROY signal inh	Exocytosis inh	NCOA1 inh	SRC2 inh	NOD2 RIPK2 PPI	SRC3 inh	TWEAK-Fn14 inh	TLR9-MyD88 inh	NR2F2 inh	ABHD5 PLIN5 PPI
1	Cc1cccc(CCNC(=O)C2CCCN(S(=O)(=O)c3cccc4nsnc34)C2)c1 (stereo unspecified)	-1	15	0	5	16	-2	21	12	2	0	-8
2	CCOC(=O)C(C)Oc1cccc2c(=O)n(CC(=O)Nc3ccc4c(c3)OCCO4)ccc12 (stereo unspecified)	41	-5	4	-11	-6	4	1	9	5	3	6
3	O=C(Nc1cccc(OC(=O)c2cccnc2)c1)c1cccnc1	-18	21	-2	7	16	-8	7	15	-8	-17	0
4	CCN(CC)C(=O)Cn1c(=O)n(CCCC(=O)NCc2ccc3c(c2)OCO3)c(=O)c2sccc21	6	-13	-6	13	-16	-7	8	-12	-4	-5	-5
5	CCOC(=O)Cc1csc(SCC(=O)Nc2cccc(Cl)c2)n1	5	1	-1	2	18	-3	3	13	-4	13	9
6	COc1ccccc1N1CCN(C(=O)c2oc3ccc(F)cc3c2C)CC1	-14	2	-7	-2	-36	4	-4	14	-8	12	2
7	CNS(=O)(=O)c1cccc(C(=O)OCC(=O)N2CC(C)OC(C)C2)c1 (stereo unspecified)	-14	-18	-5	-5	-24	-5	15	16	-9	5	-4
8	CCN(Cc1ccccc1)S(=O)(=O)CCNC(=O)c1ccc(OC)cc1	-7	-20	-4	-1	-26	5	-5	0	-2	-11	5
9	Cc1csc2nc(O)c(C(=O)NC3CCCCCC3)c(=O)n12	0	-18	6	-6	-25	2	-19	-11	-11	-17	-5
10	O=C(Cc1ccc(N2CCNC2=O)cc1)N1CCCC(Nc2ccc(F)c(F)c2)C1 (stereo unspecified)	25	17	5	17	21	9	12	15	-2	5	-3
11	O=C(c1cc2ccccc2[nH]1)N1CCOCC1	-32	-31	3	-24	-10	-2	-3	-13	6	-11	0
12	CCC12CN(C(=O)c3ccc(OC)cc3)CC(CC)(CN(C(=O)c3ccc(OC)cc3)C1)C2=O	-1	8	0	2	9	1	22	3	-5	8	-1
13	N#CN=C1SCCS1	0	-1	1	-7	-39	7	22	-4	-1	-7	-4
14	CCOC(=O)C1=C(C)OC(N)=C(C#N)C1c1cccs1 (stereo unspecified)	-1	-14	2	1	-4	-16	-2	0	nt	-14	2
15	Cc1cc(C)cc(NC(=O)C2CCCN2C(=O)NC2CCCCC2)c1 (stereo unspecified)	-26	-4	0	1	-12	-2	12	3	6	22	1
16	COc1ccccc1N1CCN(CCCCOc2ccc(F)cc2)CC1	8	21	39	7	19	-2	1	11	-6	1	-1
17	Nc1cc(N)cc(C(=O)Nc2ccc3c(c2)C(=O)NC3=O)c1	-28	-23	0	12	-20	4	0	6	-6	-17	-5
18	COc1ccc2oc(=O)c(C(=O)N3c4ccccc4CC3C)cc2c1 (stereo unspecified)	-9	3	-3	12	-17	3	1	-19	0	-28	-3
19	COc1ccc(OC)c(NC(=O)CC(Cc2ccccc2OC)C(=O)O)c1 (stereo unspecified)	-5	4	2	5	-24	-4	1	-11	0	-13	3
20	Cc1nnc(SCC(=O)N2CCCC(C(=O)c3ccc(Cl)cc3)C2)o1 (stereo unspecified)	-2	-13	-4	-33	13	2	3	-7	0	7	2
21	OCc1cn(-c2ccccc2)nc1-c1ccc(Br)cc1	-60	-104	-17	-55	-14	4	-55	-19	12	-30	-3
22	CCc1ccc(-c2nn(-c3cc(Cl)ccc3[N+](=O)[O-])c(=O)c3ccccc23)cc1	16	-1	-3	-7	-30	1	22	-9	1	-4	-4
23	COc1cccc(CN2CC(C(=O)NCCn3ccc(C)n3)CCC2=O)c1 (stereo unspecified)	-4	-6	-5	-46	10	-7	0	16	-4	-20	9
24	FC(F)(F)c1ccccc1/C=N/Nc1ccccn1	-9	-33	19	-15	-15	4	0	6	4	-23	-8
25	Cc1ccc(S(=O)(=O)NCc2ccc(C(=O)NC3CC3)cc2)cc1	3	9	1	2	8	-5	9	0	0	7	0
26	CC(C)=CCc1c(O)cc2oc3c(CC=C(C)C)c(O)c(O)c(CC=C(C)C)c3c(=O)c2c1O	-4	58*	4	-25	-12	0	8	82*	10	6	1
27	CCOC(=O)N1CCN(CC(O)COCc2cc(OC)c(OC)c(OC)c2)CC1 (stereo unspecified)	3	-7	-6	-23	5	7	9	10	4	-1	-1
28	COc1ccc(OC)c(-c2c(C#N)c(N)nc3c2c(=O)nc2sccn23)c1	14	-13	-1	12	-44	7	27	20	-1	0	4
29	O=C(CN1CCN(S(=O)(=O)c2ccc3ccccc3c2)CC1)Nc1ccc(N2CCOCC2)cc1	0	-2	2	3	0	3	3	-16	6	-9	-4
30	O=C(O)CNC(=S)N(Cc1cccs1)C1CCCCC1	8	-2	0	13	12	-11	14	2	1	6	0
31	Cc1ccc(C(=O)C(C)OC(=O)C2CC(=O)N(C3CCCCC3)C2)cc1 (stereo unspecified)	-4	-7	0	-24	1	3	-2	-16	-4	-3	-8
32	CCN(CC)S(=O)(=O)c1ccc(Cl)c(NC(=O)CCCCl)c1	-6	6	-2	8	6	-7	8	19	-12	1	10
33	Cc1ccc(OC(C)C(=O)Nc2cccc(S(=O)(=O)N3CCCCCC3)c2)cc1 (stereo unspecified)	-23	7	-1	17	1	-1	6	9	-8	-5	-1
34	Cc1ccc(NC(=O)CN(C)C(=O)CSc2nnc(N)s2)cc1	-5	2	-4	-4	-8	0	-11	-2	-5	-9	1
35	CCOc1ccc(NC(=O)CN(C)Cc2ccc3c(c2)OCO3)cc1S(=O)(=O)N1CCCC1	4	17	2	-6	9	-7	-15	6	7	0	-8
36	COCCN(CC1CCCN(C2Cc3ccccc3C2)C1)C(=O)c1cccs1 (stereo unspecified)	-25	-24	-4	-6	-2	1	-13	11	-7	-11	-6
37	COc1ccc(S(=O)(=O)N(C)C[C@H]2Oc3ccc(NS(=O)(=O)c4cccs4)cc3C(=O)N([C@H](C)CO)C[C@@H]2C)cc1	-15	5	1	-11	-1	3	-10	-10	1	12	2
38	COC(=O)c1ccccc1SC1CC(=O)N(c2cccc(C)c2)C1=O (stereo unspecified)	-15	8	-6	-10	9	-6	10	-6	2	-5	3
39	COc1cc(-c2noc(C)c2C(=O)NCCc2cccs2)cc(OC)c1OC	-1	16	7	-2	1	-4	4	-4	5	-1	3
40	Cn1c(=O)c2c(nc(Cl)n2CCOc2ccccc2)n(C)c1=O	9	1	0	-4	-37	-6	27	6	-4	-6	-3
41	CCOC(=O)C1CCCN(C(=O)c2ccc(Cl)cc2)C1 (stereo unspecified)	-4	-2	0	-28	3	-11	21	2	-2	0	0
42	N#Cc1ccc(/C=C\c2nccc3c2[nH]c2ccccc23)cc1	7	9	72*	-17	-2	26*	-40	40	21*	-2	2
43	O=[N+]([O-])c1ccc2nc(-c3ccccc3[N+](=O)[O-])[nH]c2c1	-3	-18	-5	-2	-28	-11	3	6	-7	-21	-1
44	CC(C)CC(=O)Nc1ccc(C(=O)COc2ccc(-c3nnco3)cc2)cc1	6	1	1	-8	-3	-4	16	0	-4	3	-3
45	Cc1nc2ccccc2nc(C)c1=NOCc1cccc(Cl)c1	-114	-33	-1	-85	-33	0	-73	-11	8	-25	0
46	Cc1onc(-c2ccccc2)c1C(=O)N/N=C/c1cn(C)c2ccccc12	16	2	-3	-5	-4	4	19	21	-1	12	-1
47	CCN(CC)S(=O)(=O)c1ccc2c(c1)nc(SCC(N)=O)n2-c1ccc(OC)cc1	19	14	-4	-4	-7	-18	4	9	-8	7	6
48	O=C(CSc1ncnc2scc(-c3ccccc3)c12)N1CCN(c2ccccc2F)CC1	-1	5	-2	-4	-44	2	-1	-5	0	4	2
49	CC(C)CN(C(=O)C1COc2ccccc2O1)c1c(N)n(CC(C)C)c(=O)[nH]c1=O (stereo unspecified)	17	5	2	-9	25	0	-7	2	2	0	1
50	CCn1c(SCc2ccccc2Cl)nc2ccccc21	-47	-52	3	-37	-53	-5	-11	-24	-3	-24	-10
51	Cc1cc(C)n2nc(C(=O)Nc3c(C)nn(Cc4ccc(F)cc4)c3C)cc2n1	3	13	0	-8	-10	-4	-8	-13	3	-14	3
52	COC(=O)C1C(O)=C(C=NCc2ccccc2)C(=O)CC1(C)C (stereo unspecified)	-7	-19	1	-2	-24	-6	3	-9	-3	-8	-4
53	O=S(=O)(c1ccc(Cl)cc1)n1cccn1	-23	19	2	8	26	-4	12	12	5	2	1
54	O=C(CN1C(=O)NC(Cc2c[nH]c3ccccc23)C1=O)NCCc1ccccc1 (stereo unspecified)	17	-8	5	1	7	2	13	-6	12	4	3
55	O=C(NCc1cccc(Cl)c1)c1ccc2ccccc2n1	7	-24	9	5	5	5	-2	-22	-1	1	6
56	CCOC(=O)c1ccc(NC(=S)N(CCCN2CCCC(C)C2)Cc2ccco2)cc1 (stereo unspecified)	-7	0	1	-7	-26	-11	6	-5	1	-8	0
57	CSc1nsc(/C=C/Nc2ccc(O)cc2C)c1C#N	11	-6	0	5	-13	-4	-10	0	8	-16	-7
58	CCc1cc(=O)oc2cc(C)cc(OCC(C)=O)c12	30	19	-2	11	-16	-9	17	31	nt	7	0
59	Cc1c(C(=O)N/N=C/c2ccccc2)sc(=S)n1C	2	6	-5	12	8	-17	-2	-8	0	7	0
60	CCn1c(=O)cc(SCC(=O)Nc2ccc3c(c2)OCO3)c2ccccc21	-23	-7	-3	-13	nt	1	-8	-27	0	nt	10

Remaining list, next part.
#	molecule	NR5A2 inv ag	TROY signal inh	Exocytosis inh	NCOA1 inh	SRC2 inh	NOD2 RIPK2 PPI	SRC3 inh	TWEAK-Fn14 inh	TLR9-MyD88 inh	NR2F2 inh	ABHD5 PLIN5 PPI
61	COc1ccc(C(=O)Nc2ccccc2Cc2ccccc2)c(OC)c1	-19	-18	17	-7	-1	-9	13	5	-1	-3	0
62	CC(/C=C1\NC(=S)NC1=O)=C\c1ccccc1	-18	-10	-10	3	1	-6	12	2	3	26	-4
63	C=CCOC(=O)C1=C(C)Nc2nnnn2C1c1cccc(OC)c1OC (stereo unspecified)	4	17	2	-14	3	-5	-4	1	-10	0	-3
64	CN(c1ccccc1C(=O)Nc1ccc(S(=O)(=O)N2CCCCC2)cc1)S(C)(=O)=O	-2	-7	1	-12	-20	0	14	15	0	10	0
65	N#CCCCCn1c(-c2cncs2)nc2ccccc21	-28	-17	-2	-12	-18	-9	-9	-4	1	1	7
66	Cc1c(C(=O)O)sc2c1c(=O)n(Cc1ccccc1)c(=O)n2C	0	8	-2	2	5	-5	6	31	-7	2	0
67	Cc1cccc(NS(=O)(=O)c2cccc3nsnc23)c1	4	26	4	10	1	-7	3	7	-6	-2	-2
68	Cc1ccc(CNC(=O)C2CCC(CNS(=O)(=O)c3cccs3)CC2)cc1 (stereo unspecified)	-6	18	-8	5	-7	2	-58	-6	2	5	-8
69	Cc1cc(C)c(-c2cc(NC(=O)COC(=O)c3ccc(C#N)cc3)n(-c3ccccc3)n2)cc1C	2	21	0	-10	11	-9	3	15	1	7	4
